Screening data as filed in PubChem BioAssay.
Rin1-Abl PPI inh: inhibitors of human Rin1-Abl protein interaction | inhibition, % at 7.35 µM | 0.4% of 360,000 active | TR-FRET Rin1/Abl binding, biochemical | P00519+Q13671; in the data active means inhibition above about 5%, passing the limit was not always enough
CSN inh: CSN deneddylation inhibition. Q92905. Purified CSN, SCF-Nedd8-OG deneddylation, fluorescence polarization. inhibition, % at 12.5 µM. 0.38% of 360,000 active;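 active means pattern-corrected inhibition above about 35%, with an unprinted fluorescence ratio check between 0.5 and 1.5, limit read from the data, passing the limit was not always enough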;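 further: 0% = enzyme with substrate and 100% = substrate without enzyme; some results filed as inactive read as strong as hits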
Target sequence (Q92905 whole entry, looked up, one chain of several): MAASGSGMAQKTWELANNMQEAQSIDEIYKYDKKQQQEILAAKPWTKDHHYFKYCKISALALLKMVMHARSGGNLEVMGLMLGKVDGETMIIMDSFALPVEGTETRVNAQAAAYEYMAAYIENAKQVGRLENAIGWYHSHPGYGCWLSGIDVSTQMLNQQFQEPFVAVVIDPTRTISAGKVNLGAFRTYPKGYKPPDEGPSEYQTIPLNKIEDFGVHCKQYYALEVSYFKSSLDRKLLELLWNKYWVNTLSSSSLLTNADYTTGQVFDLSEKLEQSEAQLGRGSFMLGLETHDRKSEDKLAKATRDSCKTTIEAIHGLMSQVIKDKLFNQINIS
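Assay system: HEK293T-derived human Csn5 enzyme; quantity: 0.24 nM enzyme; medium: Tris/NaCl/DTT buffer, pH 7.5; also added: substrate SCFSkp2-Nedd8OG, 10 nM; doses: 12.5 µM compound; schedule: 90 min reaction at room temperature; signal: FP; read-out: % inhibition of substrate cleavage by Csn5; benchmarks: substrate-only high control, full reaction low control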
MT1-MMP act inh: blocks activation of human MT1-MMP | GFP/RFP ratio change, % at 20 µM | 0.061% of 360,000 active | HT1080 RFP-PRO-GFP cells, GFP/RFP ratio fluorescence, overnight; percent of plate control window, DMSO zero;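 active means GFP/RFP ratio change of at least 30% with cell ATP level not reduced by more than half and red fluorescence within 50% of control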; further: strong numbers were not always called active
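system = RFP-PRO-GFP reporter HT1080 cells | dosing = 20 µM single dose, 1% DMSO | timing = overnight cell settling, then overnight compound exposure, 37 °C, 5% CO2 | read-out basis = GFP/RFP fluorescence ratio | controls = DMSO and RFP-L50D-GFP cell wells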
MLLE-PAM2 inh: blocks PAM2 peptide binding to the PABP1 MLLE domain; P11940; inhibition, % at 20 µM; 0.36% of 360,000 active; GST-MLLE / FITC-PAM2 fluorescence polarization; in the data active means inhibition above about 35%, passing the limit was not always enough;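 further: plate controls were DMSO wells with GST-MLLE for no effect and wells lacking GST-MLLE protein for full effect; some results filed as inactive read as strong as hits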
Rpn11 block: inhibitors of human proteasome Rpn11; human 26S proteasome, Ub4-pepOG fluorescence polarization; 20S core pre-blocked with epoxomicin; calls only at 20 µM; 0.59% of 360,000 active; AID 588493;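 active means inhibition at 20 µM, scaled to each plate's controls, above about 33%, limit read from the data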
Target sequence (O00487 whole entry, looked up): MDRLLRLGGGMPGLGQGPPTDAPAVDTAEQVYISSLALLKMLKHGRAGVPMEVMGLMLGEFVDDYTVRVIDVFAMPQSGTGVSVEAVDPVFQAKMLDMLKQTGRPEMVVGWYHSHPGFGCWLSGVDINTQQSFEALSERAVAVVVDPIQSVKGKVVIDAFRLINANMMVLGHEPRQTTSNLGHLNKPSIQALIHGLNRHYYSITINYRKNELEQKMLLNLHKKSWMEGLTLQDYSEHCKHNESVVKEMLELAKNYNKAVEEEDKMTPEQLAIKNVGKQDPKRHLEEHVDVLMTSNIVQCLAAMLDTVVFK
FAS-TE inh: inhibitors of human fatty acid synthase thioesterase domain | P49327 | recombinant FAS-TE, OMFH fluorogenic substrate, fluorescence endpoint | inhibition, % at 15 µM | 0.67% of 360,000 active | AID 602261;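 active means compounds whose normalised, plate-corrected inhibition of enzyme fluorescence in the single-dose primary screen is 50% or more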;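 further: 0% = DMSO with enzyme and 100% = substrate without enzyme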
Neddyl block: blocks human cullin neddylation | P61081+Q13564 | TR-FRET cullin neddylation, biochemical | calls only at 25 µM | 0.58% of 360,000 active; in the data active means inhibition above about 36%
NadD block: inhibitors of Staphylococcus aureus NadD; inhibition, % at 20 µM; 0.78% of 360,000 active; purified NadD enzyme, colorimetric absorbance read-out; in the data active means inhibition above about 26%; further: some compounds past the cut are filed as inactive
SKN-1 inh: inhibitors of C. elegans SKN-1; inhibition, % at 21.8 µM; AID 624304; 0.49% of 360,000 active; C. elegans VP596 Pgst-4::GFP/RFP ratio, acrylamide-induced, 24 h;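 active means interference check ratio from 0.5 to 1.5 plus GFP to RFP signal ratio inhibition reaching or exceeding a fixed threshold, cut at about 30% in these data, passing the limit was not always enough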; further: some compounds called inactive have numbers as strong as hits
Starred values were filed as active, the others as inactive; i = inactive; / = no result given.

SMILES	Rin1-Abl PPI inh	CSN inh	MT1-MMP act inh	MLLE-PAM2 inh	Rpn11 block	FAS-TE inh	Neddyl block	NadD block	SKN-1 inh
CN1CCN(c2oc(-c3ccc([N+](=O)[O-])cc3)nc2C#N)CC1	-3	5	-8	5	i	-3	i	0	-4
Cc1sc2nc(CN3CCOCC3)nc(N3CCN(S(=O)(=O)c4ccccc4)CC3)c2c1C	-1	1	-6	1	i	12	i	3	1
O=C(CN(C(=O)c1ccccc1)N1C(=O)CCC1=O)c1cccs1	0	-2	-1	-9	i	-7	i	2	15
CC(C)CNc1oc(-c2ccc(F)cc2)nc1C#N	-2	-3	4	-14	i	8	/	-6	29
c1ccc(-c2cc3n(c2)CCc2ccccc2-3)cc1	6	-2	-8	5	i	13	i	13	-30
CC(C)NC(=O)c1cccc(Cn2cc(Cl)cn2)c1	-2	-3	-1	-11	i	-7	i	-3	13
Cc1cc(-c2csc(N)n2)c(C)n1CCC(C)C	2	4	-8	27	i	-154	i	34*	6
O=C(Nc1ccc(N2CCOCC2)c(F)c1)c1cccs1	-2	-1	-1	1	i	-7	i	-5	-22
CCn1c(C(C)NC(=O)c2cccs2)nc2ccccc21 (stereo unspecified)	3	-1	-1	17	i	-6	i	0	5
O=C(NCc1cccnc1)c1ccc(Cl)c(Cl)c1	2	-2	5	-6	i	-1	i	-4	-15
COC(=O)[C@@]12C[C@@H](CC(=O)N3CCN(C(=O)C4CC4)CC3)C(=O)N(Cc3cccc4ccccc34)C1=CCC(C)(C)C2	/	-1	1	/	/	/	i	/	25
COc1ccc(-c2cc(C(=O)N3CCCCCC3)c3cc(C)ccc3n2)cc1	4	-3	2	2	i	13	/	13	-2
C=C(C)C(=O)Nc1cccc(C2=NOC3(C2)C[C@@H](C(N)=O)N(C(=O)c2ccc(OC)cc2)C3)c1 (stereo partly specified)	2	14	3	-3	i	-10	i	-10	14
C=CCNC(=S)NCc1ccccc1	1	1	7	-69	i	-6	i	-2	-1
Cc1ccc(-c2nnn(CCOc3cccc(Br)c3)n2)cc1	-2	0	2	9	i	17	i	5	-4
CC(C)Oc1ccc(NC(=O)C2CCCNC2=O)cc1 (stereo unspecified)	3	0	1	-9	i	-4	i	6	14
O=c1c([N+](=O)[O-])cccn1Cc1ccc(F)cc1Cl	1	-1	-26	10	i	2	i	-2	9
O=S(=O)(c1ccc(F)cc1)N1CCN(c2nc(-c3cccnc3)nc3ccccc23)CC1	-4	1	-13	-7	i	22	i	9	9
CCCCOc1ccc(-c2nnn(CC(=O)NCc3ccco3)n2)cc1	-3	0	1	-2	i	-7	i	3	11
C=CCOc1ccccc1CN1CCCCCC1	3	2	3	16	i	-7	i	0	2
COc1cc2c(cc1OC)C(NNC(=O)c1ccc(Br)o1)=NC(C)(C)C2	3	2	2	-1	i	0	i	4	0
Cc1cc(C)c(OCC(=O)OCC(=O)N2CCN(C(=O)c3ccco3)CC2)c(C)c1	3	-1	-1	4	i	-2	i	-5	10
CCOc1ccc(S(=O)(=O)Nc2ccc(C(=O)N3CC(C)OC(C)C3)cc2)cc1 (stereo unspecified)	0	-7	-1	7	i	-1	i	1	-3
COc1ccc(CCNC(=O)CC2C(=O)NCCN2CC(C)(C)C)cc1 (stereo unspecified)	2	7	1	12	i	-6	i	1	13
O=C(NCCN1CCOCC1)c1cc(Sc2cccc(Cl)c2)nc2ccccc12	-4	1	0	-3	i	-8	i	-1	10

Remaining list, next part:
SMILES	Rin1-Abl PPI inh	CSN inh	MT1-MMP act inh	MLLE-PAM2 inh	Rpn11 block	FAS-TE inh	Neddyl block	NadD block	SKN-1 inh
O=C(O)CCN(CCC(=O)O)c1ccccc1	-1	9	-2	-3	i	-9	i	1	1
C=CCn1c(SCc2ccc(C#N)cc2)nnc1-c1ccccc1	2	-3	2	-9	i	-4	i	0	0
COc1ccc(OC)c(NC(=O)COc2coc(CN3CCc4ccccc43)cc2=O)c1	0	1	-1	-5	i	2	i	2	13
CN1C(=O)S/C(=C/c2ccc(OCc3cccc(C(=O)O)c3)cc2)C1=O	-1	2	6	-2	i	0	i	4	20
Cc1nnc(NC(=O)CSc2nnc(CNC(=O)c3ccccc3)n2-c2ccccc2)s1	4	-4	3	6	i	-8	i	2	0
O=C(c1nc2ccc(Cl)cn2c1CNCCn1ccnc1)N1CCCCCCC1	2	-4	-5	1	i	-11	i	1	11
Cc1ccc(SCC(=O)N(C)C2CCS(=O)(=O)C2)c(C)c1 (stereo unspecified)	3	-2	-3	-4	i	-4	i	0	11
CCOP(=O)(OCC)/C(C#N)=C/c1c[nH]c2ccccc12	3	2	2	0	i	-4	i	-7	10
Cc1ccc(-n2c(=O)cc(N3CCCCCC3)[nH]c2=O)cc1	1	5	/	19	i	-3	i	14	11
CN(C)NC(=O)c1csnc1-c1c(Cl)cccc1Cl	-3	-3	3	-1	i	-5	i	-5	-8
Cc1ccc(Cn2cnc3c(cnn3C(C)(C)C)c2=O)cc1	-3	3	-2	-3	i	4	i	2	-3
COc1ccccc1CCNC(=O)C(=O)NCC1OCCN1S(=O)(=O)c1ccc(OC)c(OC)c1 (stereo unspecified)	3	-2	-1	-4	i	-5	i	-4	-15
Cc1ccc(S(=O)(=O)c2cc3c(=O)n4ccccc4nc3n(CCCN3CCOCC3)c2=N)cc1C	-12	1	-12	-18	i	42	/	15	12
COc1ccc(-c2cc(C)no2)cc1S(=O)(=O)N1CCCN(Cc2ccc(F)cc2)C1	2	8	0	0	i	4	i	1	-2
CCc1c(C)nc2cc(-c3cc(OC)cc(OC)c3)nn2c1N1CCCC1	3	-3	-8	1	i	32	/	13	2
COc1cc(NC(=O)CN2C(=O)NC(C)(c3ccc(OC(F)F)cc3)C2=O)cc(OC)c1OC (stereo unspecified)	0	2	1	-20	i	7	i	1	12
CCc1ccc(C2C(C#N)=C(N)N(N(C)C)C3=C2C(=O)CCC3)cc1 (stereo unspecified)	-1	4	0	-12	i	-4	i	8	36*
Cc1cc(C)c2cc(C(=O)N3CCC(C(=O)c4ccc(F)cc4)CC3)[nH]c2c1	4	-3	5	7	i	25	i	2	-10
CN(Cc1ccccc1)CC(O)COc1ccc(CNCCOc2cccnc2)cc1 (stereo unspecified)	-2	-4	3	-13	i	-4	i	-2	-6
COc1ccc(C(=O)C(=O)N2CCC(c3ccccc3)CC2)cn1	/	-2	-1	/	/	/	i	/	3
CC(=O)c1cccc(NC(=O)CN(C)Cc2ccc(OC(F)F)cc2)c1	0	2	3	-9	i	0	i	-4	-12
COc1cccc(-c2nn3c(-c4ccccn4)nnc3s2)c1	-5	3	-2	3	i	-8	i	4	-12
CCOc1ccc(CNC(=O)c2cc3oc4ccccc4c3n2C)cc1	0	-4	-3	-4	i	15	i	-2	20
Cc1ccc(C(c2nnnn2CCC(C)C)N2CCN(C)CC2)cc1 (stereo unspecified)	0	-2	-3	4	i	-6	i	-3	-27
O=C(CN(c1ccc(Cl)c(C(F)(F)F)c1)S(=O)(=O)c1ccccc1)N/N=C/c1cccc2c1OCCO2	-5	-2	0	9	i	43	i	20	0

Six compounds from above, showing only Rpn11 block, Neddyl block and NadD block:
Molecule	Rpn11 block	Neddyl block	NadD block
CCc1c(C)nc2cc(-c3cc(OC)cc(OC)c3)nn2c1N1CCCC1	i	/	13
O=C(c1nc2ccc(Cl)cn2c1CNCCn1ccnc1)N1CCCCCCC1	i	i	1
Cc1ccc(C(c2nnnn2CCC(C)C)N2CCN(C)CC2)cc1 (stereo unspecified)	i	i	-3
COc1cc(NC(=O)CN2C(=O)NC(C)(c3ccc(OC(F)F)cc3)C2=O)cc(OC)c1OC (stereo unspecified)	i	i	1
CCOP(=O)(OCC)/C(C#N)=C/c1c[nH]c2ccccc12	i	i	-7
COc1ccc(-c2cc(C)no2)cc1S(=O)(=O)N1CCCN(Cc2ccc(F)cc2)C1	i	i	1

Arranged by value in Rin1-Abl PPI inh (rising): 4 of the compounds above.
| Compound | Rin1-Abl PPI inh |
| --- | --- |
| Cc1ccc(-c2nnn(CCOc3cccc(Br)c3)n2)cc1 | -2 |
| COc1cc(NC(=O)CN2C(=O)NC(C)(c3ccc(OC(F)F)cc3)C2=O)cc(OC)c1OC (stereo unspecified) | 0 |
| O=C(NCc1cccnc1)c1ccc(Cl)c(Cl)c1 | 2 |
| CCOP(=O)(OCC)/C(C#N)=C/c1c[nH]c2ccccc12 | 3 |

Following part:
SMILES	Rin1-Abl PPI inh	CSN inh	MT1-MMP act inh	MLLE-PAM2 inh	Rpn11 block	FAS-TE inh	Neddyl block	NadD block	SKN-1 inh
CCN(C(C)=O)c1nc(CCl)cs1	-1	3	2	6	i	-2	i	-9	7
CCCCCn1c(CN2CCN(CCO)CC2)nc2c1c(=O)n(C)c(=O)n2C	2	-3	6	-14	i	0	i	5	9
COc1cc(/C=C2/SC(=S)N(CC(=O)NC(C)(C)C)C2=O)cc(OC)c1OC	-4	6	3	4	i	4	i	4	7
Cc1cc(C(=O)NNC(=S)NCc2ccccc2)cs1	-1	-9	-7	-1	i	-10	i	1	13
CC[N+](C)(C)CC/C=C1/c2ccccc2Sc2ccc(Cl)cc21	1	3	4	0	i	-5	i	2	7
COc1ccc(-c2ccc(CN3C(C(C)C)C(=O)N(Cc4cn(Cc5ccco5)nn4)CCS3(=O)=O)cc2)cn1 (stereo unspecified)	-2	2	0	-4	i	17	i	0	5
Cc1ccc(S(=O)(=O)N(C)C)cc1NC(=S)Nc1cccc2ccccc12	0	27	3	27	i	8	i	2	19
O=C(c1cc2ccccc2o1)N1CCN(S(=O)(=O)c2ccccc2)CC1	-1	-1	17	2	i	8	i	-2	11
O=C(CC(=O)Nc1ccccc1C(F)(F)F)Nc1ccccc1C(F)(F)F	-1	2	-4	-11	i	-4	i	-1	13
O=C(O)c1ccc(/C=N/Nc2cccc(C(F)(F)F)c2)cc1	-3	-5	1	14	i	9	i	-5	8
CC(C)C(NC(=O)c1cccs1)C(=O)NC1=NCCS1 (stereo unspecified)	-1	1	0	42*	i	-6	i	-2	11
Cc1ccc(-n2nc3c(c2NC(=O)c2c(F)cccc2Cl)CS(=O)(=O)C3)cc1C	2	-1	1	-11	i	4	i	-3	8
O=C(O)C1=C[C@@H](c2ccc3c(c2)OCO3)C[C@@H](OCCCCO)O1	0	9	2	-1	i	-18	i	4	25
CCN(CC)N=Nc1ccc(C(=O)O)cc1	-2	0	2	11	i	-4	i	-1	-3
CN1CCN(c2nc3ccccn3c(=O)c2C=C(C#N)C#N)CC1	-3	-1	-3	8	i	-2	i	-6	-3
CCC(=O)Nc1ccc2c(c1)nc(CCN1CCCCC1)n2C	-1	-3	1	-1	i	-7	i	-5	-4
CCc1nnc(NC(=O)CSc2nnc(-c3ccccc3O)o2)s1	2	-1	4	6	i	-5	i	4	-14
CC(C)(C)c1ccc(-c2cc(C(=O)NNC(=O)Nc3ccccc3)c3ccccc3n2)cc1	-2	-2	-5	13	i	12	i	37*	-5
O=C(NCc1ccco1)c1nc2ncccn2n1	0	2	-6	-2	i	-3	i	0	5
COc1ccc(Cc2nnc(SCC(=O)Nc3ccc(C)c(C)c3)o2)cc1OC	4	2	4	5	i	0	i	-6	-1
COc1ccc(NC(=O)c2ccccc2)cc1	6	5	4	-2	i	-13	i	-8	-14
CC(C)(CNC(=O)Cc1ccc(Br)cc1)N1CCOCC1	-1	3	-2	0	i	1	i	-5	-7
CC(C)(C)C(=O)COC(=O)c1ccc(N)c([N+](=O)[O-])c1	-1	-1	-1	-6	i	-10	i	-4	2
COc1ccccc1N1CCN(C(=O)c2cc3c(=O)n(C)c4ccccc4c3n2C)CC1	-2	0	-5	-7	i	-2	i	3	6
